RXFP1 ag = activates the human relaxin receptor RXFP1 | Q9HBX9 | HEK293T-RXFP1 cAMP TR-FRET, 30 min; response scale: percent of porcine relaxin response, buffer zero | Potency, µM (series often up to 57.5 µM), without a hit: at the highest dose activation, most hits filed as activators | actives 0.3% (n = 370,000); further: potency means the concentration at half of the fitted maximal effect; on the % scale 0 is the no-effect control and ±100 the full control effect; nearly all actives have a fitted effect of over 60% in size; many of its hits are not listed in these tables
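HEK293 cells stably expressing RXFP1, treated 30 min at 37C with compounds plus PDE4 inhibitor Ro 20174; cAMP measured by HTRF TR-FRET. Normalized to buffer and 29 nM porcine relaxin; EC50 by Hill fit.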
USP1 inh = blocks the human USP1/UAF1 deubiquitinase complex; O94782; recombinant USP1/UAF1, Ub-Rhodamine cleavage fluorescence; Potency, µM (doses to about 57.1 µM), without a hit: at the highest dose activity change, negative = inhibition, usual class: inhibitors; actives 0.23% (n = 390,000); AID 743255; further: potency means the concentration at half of the fitted maximal effect; on the % scale 0 is the no-effect control and ±100 the full control effect; nearly all actives have a fitted effect of over 60% in size; inactives centre near -12
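High-throughput fluorogenic screen: 1nM USP1/UAF1 complex, Ub-Rho substrate 150nM final, 50mM HEPES pH 7.8 with 0.5mM EDTA, 0.1 mg/ml BSA, 1mM TCEP and 0.01% Tween-20.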
TrxR1 substrate = is turned over as a substrate by rat TrxR1 | O89049 | purified TrxR1 substrate turnover, NADPH consumption readout | Potency, µM (top dose mostly 114 µM), for the others: at the highest dose activity change, negative = substrate turnover | actives 0.01% (n = 390,000) | AID 588456; further: potency means the concentration at half of the fitted maximal effect; on the % scale 0 is the no-effect control and ±100 the full control effect; nearly all actives have a fitted effect of over 50% in size
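Rat TrxR1, dispensed at 90 nM, was prereduced with 400 uM NADPH (final) for 5 min at ~22 deg C, then incubated with compound 15 min before 400 uM selenite. A first-read NADPH fluorescence drop versus no-compound background flagged substrates.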
GRP78 ERSR act = induces the endoplasmic reticulum stress response in human glioma cells. U87-MG GRP78 promoter luciferase reporter, 16 h. Potency, µM, for the others: at the highest dose activation, most hits filed as activators. actives 0.02% (n = 420,000). AID 602332; further: potency means the concentration at half of the fitted maximal effect; series mostly up to about 76 µM; % of control where 0% means no effect; nearly all actives have a fitted effect of over 35% in size
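ERSR induction read as luciferase luminescence (Bright-Glo, 10 min at room temperature) in stably transfected human U87-MG glioma cells exposed to compounds for 16 h, using GRP78 as sensor.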
IDH1 R132H inh = inhibitors of human mutant IDH1 R132H. Potency, µM (highest dose often 76.6 µM), without a hit: at the top dose activity change, negative = inhibition, actives largely listed as inhibitors. IDH1-R132H enzyme, NADPH consumption, diaphorase/resazurin fluorescence. O75874. AID 602179. actives 0.093% (n = 390,000); further: potency means the concentration at half of the fitted maximal effect; on the % scale 0 is the no-effect control and ±100 the full control effect; nearly all actives have a fitted effect of over 65% in size
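IDH1-R132H (0.5 ug/mL dispensed) in pH 7.5 Tris buffer was preincubated 30 min with compound, then given a substrate mix of 0.016 mM NADPH and 2 mM alpha-KG for 80 min at room temperature; remaining NADPH was read by diaphorase/resazurin fluorescence.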
PI4K2A inh = PI4K2A (human) kinase inhibition; Q9BTU6; purified PI4K2A, ADP-Glo luminescence, 1 h; hits give low values; activity change, negative = inhibition, % at 76.9 µM; actives 0.13% (n = 420,000); in the data active means activity change below about -50%; inconclusive means mostly about -30% to -49%;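 further: -100% = wells without enzyme as full effect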
Target sequence (Q9BTU6 whole entry, looked up): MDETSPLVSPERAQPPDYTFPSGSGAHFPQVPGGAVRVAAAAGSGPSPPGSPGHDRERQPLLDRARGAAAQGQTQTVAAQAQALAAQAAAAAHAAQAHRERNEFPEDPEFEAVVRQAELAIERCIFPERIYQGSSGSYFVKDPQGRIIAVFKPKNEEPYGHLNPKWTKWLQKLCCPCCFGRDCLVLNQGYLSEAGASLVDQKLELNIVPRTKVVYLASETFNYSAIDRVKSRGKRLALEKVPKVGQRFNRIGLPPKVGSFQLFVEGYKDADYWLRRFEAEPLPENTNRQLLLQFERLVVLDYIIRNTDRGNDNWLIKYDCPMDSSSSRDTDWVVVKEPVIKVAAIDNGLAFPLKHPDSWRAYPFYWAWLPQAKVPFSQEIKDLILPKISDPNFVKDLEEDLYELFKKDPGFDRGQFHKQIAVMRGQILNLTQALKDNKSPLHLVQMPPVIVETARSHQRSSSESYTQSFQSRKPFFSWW
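ADP-Glo luminescence measured ADP generated by PI4K2A enzyme (4 ug/mL before mixing) with 1.2 mM PI substrate (pre-mix) and 300 microM ATP (pre-mix). Tris pH7.5 buffer with MgCl2, Triton X-100; 1 h reaction at ambient temperature.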
Vif-APOBEC3F blk = blocks the Vif interaction with APOBEC3F. HeLa A3F-eYFP + Vif (tagged APOBEC3F with the HIV-1 protein that degrades it), YFP fluorescence increase. Potency, µM (highest dose often 46.1 µM), without a hit: at the highest dose activity, negative = active. actives 0.2% (n = 390,000); further: potency means the concentration at half of the fitted maximal effect; % of control where 0% means no effect; nearly all actives have a fitted effect of over 65% in size
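HeLa cells stably expressing Vif plus C-terminally eYFP-tagged A3F were seeded, incubated overnight at 37 deg C, dosed with compound, incubated overnight again at 37 deg C. Yellow fluorescence (Ex 488/Em 500-530) reported blocked Vif-mediated A3F-eYFP degradation.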
LDHA block = LDHA (human) enzyme inhibition; P00338; purified LDHA, NADH/diaphorase-resazurin fluorescence; hits give low values; activity change, % (values are at about 110 or 230 µM); actives 0.15% (n = 480,000); in the data active means activity change below about -30%; inconclusive means mostly about -25% to -30%;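 further: plate controls were DMSO wells for no effect and wells without enzyme for full effect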
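Human LDH5 at 2 nM final in Tris HCl pH 7.4 with 0.06 mM NADH and 0.2 mM pyruvate, reacted 5 minutes at room temperature. Remaining NADH coupled via diaphorase/resazurin; resorufin fluorescence read at 0 and 20 minutes, normalized to enzyme-free and DMSO wells.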
Vif-A3G inh = inhibitors of Vif-APOBEC3G interaction; Potency, µM (doses to about 46.1 µM), for the others: top-dose activity, negative = active, actives largely listed as inhibitors; actives 0.076% (n = 410,000); HeLa A3G-eYFP + Vif (tagged APOBEC3G with the HIV-1 protein that degrades it), YFP fluorescence, overnight; AID 602310; Q9HC16;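 further: potency means the concentration at half of the fitted maximal effect; on the % scale 0 is the no-effect control and ±100 the full control effect; nearly all actives have a fitted effect of over 60% in size; hits raise eYFP signal because A3G escapes Vif-driven loss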
Target sequence (Q9HC16 whole entry, looked up): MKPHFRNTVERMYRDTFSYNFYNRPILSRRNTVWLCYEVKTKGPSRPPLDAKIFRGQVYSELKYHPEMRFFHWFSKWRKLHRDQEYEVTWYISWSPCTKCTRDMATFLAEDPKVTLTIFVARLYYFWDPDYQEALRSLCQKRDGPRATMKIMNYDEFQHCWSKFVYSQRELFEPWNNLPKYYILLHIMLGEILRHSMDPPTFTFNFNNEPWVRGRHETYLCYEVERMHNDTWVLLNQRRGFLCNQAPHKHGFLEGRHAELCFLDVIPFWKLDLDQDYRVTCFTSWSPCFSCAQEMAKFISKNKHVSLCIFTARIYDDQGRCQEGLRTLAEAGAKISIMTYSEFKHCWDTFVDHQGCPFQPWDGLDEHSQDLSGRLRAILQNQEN
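HeLa cells stably expressing Vif and C-terminally eYFP-tagged A3G, seeded overnight at 37 deg C, then exposed to compound by pintool overnight at 37 deg C. Rise in yellow fluorescence (Ex 488/Em 500-530, Acumen) marks blocked Vif-driven A3G degradation.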
Numbers without * were called inactive; ? = inconclusive; · = not tested or not shown; [ ] = remark or other dose. Unless noted, the call rests on the fitted dose curve; in most records, active means well fitted curve in the direction sought with a large enough effect; inconclusive means small, poorly fitted or top-dose-only effect, or another doubt; inactive means no such curve, though single readings can be large; an effect the other way counts as inactive or inconclusive. Some of the compounds tested (hit frequency here may not be typical).

Structure,RXFP1 ag,USP1 inh,TrxR1 substrate,GRP78 ERSR act,IDH1 R132H inh,PI4K2A inh,Vif-APOBEC3F blk,LDHA block,Vif-A3G inh
O=C(NC1CCCCC1)C1CCN(c2ncccn2)CC1,7.1%,-5%,6%,-5%,19%,1,-3%,-16,-1%
Cc1oc(-c2ccc(Cl)cc2)nc1CN1CCCC(C(=O)NCCc2ccc(Cl)cc2)C1 (configuration not stated),0.3%,-23%,1%,1%,-7%,-2,2%,1,2%
Cc1ccc(C)c(NC(=O)Nc2nnc(N(CC(C)C)CC(C)C)s2)c1,2.2%,?,-4%,-4%,-7%,2,-5%,0,4%
COc1ccc(C)cc1NC(=O)C1CC(=O)N(CCc2ccc(F)cc2)C1 (configuration not stated),·,-22%,-4%,-6%,-1%,-1,-3%,-3,7%
CCOc1ccc(NC(=O)CC2C(=O)N(c3ccccc3)C(=S)N2Cc2ccccn2)cc1 (configuration not stated),-0.6%,-15%,-9%,-7%,4%,-3,2%,-2,2%
COc1ccc(-n2c(SCC(=O)Nc3ccccc3)nnc2-c2ccoc2C)cc1,·,-5%,-10%,-5%,2%,5,1%,-6,-12%
COc1ccc(CNC(=O)N2CCc3ccccc3C2)cc1Cl,3.4%,-21%,-7%,4%,3%,-3,13%,-4,-5%
CCOc1ccc(NC(=S)N(CCc2c(C)[nH]c3ccccc23)Cc2ccco2)cc1,1.3%,?,1%,-3%,12%,2,0%,-1,-2%
CC(=O)Nc1cccc(C(=O)OCc2csc(CC(=O)Nc3ccccc3C)n2)c1,-2.4%,-1%,-1%,-2%,0%,-2,4%,4,-11%
COc1ccc2c(c1)OC[C@H]1[C@H]2N2C(=O)c3cc(Cl)ccc3NC(=O)[C@@]2(C)[C@H]1c1ccccc1,-0.5%,-8%,0%,-1%,-7%,1,-1%,-7,-2%
CSc1ccccc1C(=O)C1CCCN(C(=O)c2csnn2)C1 (configuration not stated),-0.6%,-20%,-6%,5%,0%,-5,8%,-6,-2%
COc1ccccc1Cn1c(=O)oc2ccc(C)cc21,-0.4%,-19%,-3%,8%,0%,3,0%,1,9%
CN(C)/C(=N\S(=O)(=O)c1ccccc1)c1ccccc1,4.1%,-25%,-9%,-3%,-3%,4,10%,-11,0%
O=C(COC(=O)c1ccccc1Br)NCCc1ccc(F)cc1,-0.1%,-1%,0%,3%,4%,-1,-4%,-2,-2%
N#C/C(=C\c1c(Oc2ccc(Br)cc2)nc2ccccn2c1=O)c1nc2ccccc2s1,29%,-5%,147%[activator],-3%,2%,-25,-6%,17,3%
Cc1ccc(C)n1-c1ccc(N2CCOCC2)nc1,-0.5%,-10%,120%[activator],-1%,12%,-7,-10%,29,0%
Oc1c(C=Nc2ccccc2Cl)[nH]c2ccccc12,-4.3%,-28%,11%,-6%,-28%,5,21%,8,-4%
Cc1ccc(NC(=O)Cn2nnc(C(=O)Nc3ccc(C)c(C)c3)c2N)cc1,0.7%,-15%,-1%,5%,6%,-7,-9%,-21,-7%
CCN1CCN(/C=N/c2nc3c(s2)CCCC3)CC1,0.6%,-15%,4%[57.1 µM],-12%,-3%,-7,-6%,7,2%
COc1ccc(C)cc1S(=O)(=O)N(CC(=O)Nc1ccc2c(c1)OCCO2)Cc1ccccc1,-0.1%,-22%,-3%,-4%,-2%,0,0%,3,0%
CCSc1nc(O)cc(=O)n1-c1ccc(OC)cc1,0.2%,-15%,3%,-3%,-3%,2,-6%,-4,1%
O=C(CSc1nnc(COc2ccc(Cl)cc2)o1)Nc1ccccc1,0.8%,-16%,-5%,-3%,-1%,0,-1%,-14,4%
O=S(=O)(NCCc1cn(S(=O)(=O)c2ccccc2)c2ccccc12)c1ccccc1,·,·,3%,-2%,·,·,·,-1,-1%
COc1ccc(CCNC(=O)c2ccc([N+](=O)[O-])cc2)cc1,0.9%,-11%,3%,-2%,-9%,1,5%,-5,2%
O=C(O)c1ccc(CNCc2ccccc2F)cc1,-0.8%,-15%,-14%[57.1 µM],1%,8%,-5,-8%,0,0%
CC1(C)CC(NC(=O)COc2ccccc2Cl)CC(C)(C)N1,0.2%,-5%,9%,-3%,2%,-9,1%,-11,1%
CC(=O)c1ccc(N(CC(=O)NC2CCS(=O)(=O)C2)S(=O)(=O)c2ccc(C)cc2)cc1 (configuration not stated),·,-11%,-3%,-3%,0%,0,2%,-4,5%
COCCNC(=O)C1(C)Cc2c(-c3ccc4c(c3)OCO4)ccnc2O1 (configuration not stated),·,·,·,-3%,·,5,·,-5,?
CCCC(=O)OCC(=O)Nc1ccc2c(c1)OCO2,2.3%,-24%,5%[57.1 µM],1%,2%,3,-1%,-8,0%
c1csc(COc2ccccc2CNC2CCCCC2)c1,1.0%,-12%,-9%,-7%,4%,-5,1%,-9,2%
Cc1ccc2nc(C)c(C(=O)N/N=C/c3ccc(N4CCOCC4)cc3)cc2c1,0.6%,-16%,6%[57.1 µM],-2%,3%,-2,-5%,-1,-13%
COc1ccc(OC)c(NC(=O)CCN2CCN(c3ccccc3OC)CC2)c1,0.5%,-6%,-7%,-3%,-11%,1,7%,-10,0%
Cc1csc(NC(=O)CSc2nnc(C)c(=O)n2N)n1,-6.1%,-18%,0%,-2%,-3%,-2,5%,-2,3%
Cc1ccc(N(C(=O)c2csnn2)C(C(=O)NC2CCCCC2)c2cccnc2)c(C)c1 (configuration not stated),3.3%,-22%,8%[57.1 µM],-1%,4%,-3,-9%,-9,-2%
CCOc1ccc(C2NC(=O)c3ccccc3O2)cc1 (configuration not stated),0.1%,-11%,-1%,2%,2%,7,-8%,0,-1%
C=CCn1c(CCNC(=O)c2ccc(Cl)c(Cl)c2)nnc1SCCOc1ccc(OC)cc1,0.0%,-17%,0%,-4%,5%,-2,-4%,0,1%
CCC(C)N(C(=O)c1csnn1)C(C(=O)NCc1ccc(F)cc1)c1ccccc1 (configuration not stated),2.6%,-12%,-10%,0%,0%,-4,7%,-1,-3%
COCCNS(=O)(=O)c1cc(C(=O)O)ccc1OC,-1.5%,-15%,5%[57.1 µM],-3%,6%,-1,1%,-7,-1%
CCOC(=O)c1ccc(NC(=O)c2nc[nH]c2C(=O)N2CCC(C)CC2)cc1,-0.2%,?,-6%,-4%,7%,0,-1%,0,-5%
COc1ccc(C#Cc2c(-c3ccsc3)oc3ccc(-c4cc(OC)c(OC)c(OC)c4)cc23)cc1,·,-29%,24%[57.1 µM],-2%,4%,1,-8%,1,-1%
COc1ccc(-c2cc(C(=O)Nc3c(C)nn(Cc4ccc(C)cc4)c3C)no2)cc1OC,0.0%,-21%,-2%,-1%,-25%,1,0%,-3,-5%
Cc1ccnc(NS(=O)(=O)c2ccc(NC(=O)c3cccc(Cl)c3)cc2)n1,·,-22%,·,-5%,-1%,2,5%,-10,0%
O=C(COC(=O)c1cc(S(=O)(=O)N2CCOCC2)ccc1F)NC1CCCCC1,-0.4%,-2%,-16%,-1%,-9%,2,-1%,-6,0%
O=C(NCc1ccccc1)C1CCC(CNc2c(N3CCCCC3)c(=O)c2=O)CC1 (configuration not stated),-0.7%,-15%,1%,-2%,-6%,2,1%,-9,0%
